Screening data from PubChem.
L major viab = inhibitors of Leishmania major promastigote growth | inhibition, % at 10 µM | Leishmania major promastigotes, resazurin fluorescence viability | actives 9% (n = 200,000) | AID 1063; in the data active means inhibition above about 50%;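 further: promastigotes grown with compound for 44 hours at 28 °C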
TNAP act hi DEA = increases human TNAP activity under high phosphate acceptor concentration; purified TNAP, CDP-star luminescence, 1 M DEA, 30 min; stronger effect = higher value; 0 = EDTA background, 1 = DMSO-only activity; 200,000 tested, under 10 active; P05186; activation factor at 20 µM;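 active means activation factor at least 2 at 20 µM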
Target sequence (P05186 whole entry, looked up): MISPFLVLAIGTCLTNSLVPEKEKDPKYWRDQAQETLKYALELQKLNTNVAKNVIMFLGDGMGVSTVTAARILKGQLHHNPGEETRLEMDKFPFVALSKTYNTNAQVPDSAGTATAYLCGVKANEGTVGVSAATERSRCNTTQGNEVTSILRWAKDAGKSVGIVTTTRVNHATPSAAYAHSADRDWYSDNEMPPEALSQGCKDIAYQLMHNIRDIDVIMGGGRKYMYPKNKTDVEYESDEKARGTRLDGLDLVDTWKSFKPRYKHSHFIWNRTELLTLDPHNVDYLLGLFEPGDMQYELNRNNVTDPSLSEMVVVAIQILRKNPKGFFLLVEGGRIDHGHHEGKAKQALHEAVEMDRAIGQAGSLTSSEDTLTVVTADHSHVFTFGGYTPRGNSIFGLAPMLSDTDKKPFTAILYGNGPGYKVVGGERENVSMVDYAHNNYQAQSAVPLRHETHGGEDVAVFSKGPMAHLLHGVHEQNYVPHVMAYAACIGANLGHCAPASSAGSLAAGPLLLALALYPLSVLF
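Test system – human TNAP · Doses – 20 µM single point · Incubation – 30 min, room temperature · Signal – luminescent substrate turnover signal · Read-out basis – activation factor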
bIAP inh = intestinal alkaline phosphatase (bovine) inhibition; purified bovine IAP, CDP-star luminescence, 30 min; inhibition, % at 20 µM; 190,000 tested, under 10 active; AID 1019;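 active means over 50% inhibition of intestinal alkaline phosphatase at 20 µM in the single-dose screen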
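System: Purified bovine intestinal alkaline phosphatase (IAP) enzyme | Input: IAP diluted 1/65,000,000 in the well | Also added: CDP-star chemiluminescent phosphatase substrate, 30 µM final | Dosing: 20 µM single dose | Times: Enzyme reaction for 30 min at room temperature | Detection: Luminescence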
TNAP inh hi DEA = inhibitors of human TNAP at high phosphate acceptor concentration; P05186; purified TNAP, CDP-star luminescence, 1 M DEA; inhibition, % at 20 µM; actives 0.03% (n = 200,000); AID 1135;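 active means over 50% inhibition of tissue-nonspecific alkaline phosphatase at 20 µM in the single-dose screen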;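 further: plate controls were DMSO wells for no effect and EDTA-quenched wells as full inhibition for full effect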
bIAP activator = intestinal alkaline phosphatase (bovine) activation; activation factor at 20 µM; actives 0.17% (n = 200,000); purified bovine IAP, CDP-star luminescence, 30 min; stronger effect = higher value; fold of DMSO-control signal, blank-subtracted; AID 1016;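 active means activation factor of 2 or more at 20 µM, a signal rise over negative controls twice the positive control's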
RAM inhibit = blocks the yeast RAM network; inhibition, % at 50 µM; AID 868; actives 1.8% (n = 190,000); S. cerevisiae dse1pr::URA3 reporter, 5-FOA growth OD615, 2 d; analog-sensitive cbk1-as2 kinase mutant strain;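 active means inhibition above a set limit, 3 SD over mean compound inhibition, cut at about 8.4% in these data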;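 further: 0% = DMSO-only wells with no growth and 100% = 10 µM 1-NA-PP1 full growth; inhibition rescues growth on 5-FOA so higher OD means more RAM inhibition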
FLuc inhib CS = counter-screen for luciferase assay inhibitors: firefly luciferase inhibition; actives 1.5% (n = 200,000); P08659; AID 1006; ATPLite firefly luciferase biochemical luminescence, 10 min; inhibition, % at 10 µM;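 active means inhibition above about 50% when tested at 10 µM, limit read from the data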
Target sequence (P08659 whole entry, looked up): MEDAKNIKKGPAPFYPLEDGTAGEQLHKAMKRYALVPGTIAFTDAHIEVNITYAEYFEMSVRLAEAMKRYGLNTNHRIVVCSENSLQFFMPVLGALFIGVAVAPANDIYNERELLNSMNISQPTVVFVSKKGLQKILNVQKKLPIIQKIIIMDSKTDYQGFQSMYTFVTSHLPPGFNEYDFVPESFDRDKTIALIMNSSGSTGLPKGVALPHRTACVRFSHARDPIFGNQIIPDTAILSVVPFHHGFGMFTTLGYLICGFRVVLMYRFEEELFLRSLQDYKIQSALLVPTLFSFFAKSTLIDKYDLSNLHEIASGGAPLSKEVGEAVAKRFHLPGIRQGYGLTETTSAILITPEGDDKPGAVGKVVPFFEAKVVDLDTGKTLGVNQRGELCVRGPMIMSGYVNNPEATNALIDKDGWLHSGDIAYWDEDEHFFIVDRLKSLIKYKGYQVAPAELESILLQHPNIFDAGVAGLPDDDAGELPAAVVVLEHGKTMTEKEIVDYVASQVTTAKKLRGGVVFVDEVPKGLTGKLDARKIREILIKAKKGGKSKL
FLuc stim CS = affects firefly luciferase, flagging false hits in luciferase stimulation screens; P08659; ATPlite luciferase biochemical, luminescence, 10 min; 0 = ATP-free wells, 1 = DMSO control; activation factor at 10 µM; 200,000 tested, under 10 active;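 active means luciferase activation factor, scaled between plate controls, of at least 2 with compound at 10 µM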
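System: cell-free luciferase reagent; medium: PBS as buffer for the ATP substrate; doses: test compounds dosed from 2 mM stocks in 100% DMSO; incubation: 10 min, room temperature; measured by: luminescence from luciferase reaction; read-out: luciferase activation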
TNAP inh noacc = TNAP (human) inhibition, acceptor-free conditions | inhibition, % at 20 µM | P05186 | actives 0.26% (n = 200,000) | purified TNAP, CDP-star luminescence, 30 min;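 active means tissue-nonspecific alkaline phosphatase inhibition above about 50% at 20 µM in the single-dose screen, limit read from the data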;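 further: 0% = DMSO negative control and 100% = EDTA positive control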
APP transl inh = APP translation inhibition; SH-SY5Y APP 5'UTR-luciferase reporter, luminescence; inhibition, % at 2 µM; actives 0.82% (n = 190,000);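 active means inhibition above a set limit, derived from the sample mean plus 3 SD, cut at about 45% in these data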; further: values of inactives mirror those of a sister screen read the other way
An asterisk follows results filed as active; . = no result given.

SMILES	L major viab	TNAP act hi DEA	bIAP inh	TNAP inh hi DEA	bIAP activator	RAM inhibit	FLuc inhib CS	FLuc stim CS	TNAP inh noacc	APP transl inh
CCCCCOc1ccc(NC(=O)C(=O)NCCC2=CCCCC2)cc1	-5	1	18	-3	0.8	2.3	-7	1.1	-10	-5
COc1ccc(NC(=O)CSc2ccccc2)c([N+](=O)[O-])c1	-5	1	5	2	1	-0.7	11	0.9	-2	-25
C=CCOc1cccc(C2C(C(=O)c3ccc(C)o3)=C(O)C(=O)N2Cc2ccncc2)c1 (stereo not given)	-10	1	1	-1	1	0.9	-7	1.1	11	10
COc1ccc(S(=O)(=O)N(Cc2ccc(OC)c(OC)c2)Cc2ccco2)cc1	26	1	6	-2	0.9	7.3	-4	1	-9	1
Cc1nn(Cc2cccc(C(=O)N3N=C(C(F)F)CC3(O)C(F)F)c2)c(C)c1[N+](=O)[O-] (stereo not given)	2	1	7	-5	0.9	0.6	-9	1.1	-14	-13
Cc1cccc2[nH]c(CN(C)C(=O)CC3C(=O)NCCN3CC(C)(C)C)nc12 (stereo not given)	-1	1.1	0	-9	1	0.4	-2	1	-12	-5
O=c1c2c3c(sc2nc2n1CCCC2)CCCC3	-3	1	11	-4	0.9	-0.5	2	1	-3	4
Cc1nc(NC(=O)COC(=O)C(NC(=O)c2ccco2)C(C)C)c(Cl)cc1Cl (stereo not given)	6	1	-4	0	1	0.6	-9	1.1	-6	8
O=C(CSc1nnc(Cc2cccs2)n1-c1ccccc1)Nc1ccc2c(c1)OCCO2	27	1.1	-23	-6	1.2	1.2	-2	1	-16	-6
Cc1ccc(C)c(C(=O)CCC(=O)Nc2cccnc2)c1	15	1	9	-1	0.9	0.2	-4	1	-11	-23
O=C(NC1CC1)C1CCN(c2ccc(S(=O)(=O)N3CCOCC3)cc2Cl)CC1	-8	1.1	2	-7	1	0.2	-6	1.1	-17	-22
CCOC(=O)/C(=N\O)C1=NC(C)(C)Cc2ccccc21	9	1	30	-4	0.7	0.5	-2	1	2	9
CCc1cc(=O)oc2cc(OCC(=O)N(CC)CC)c(Cl)cc12	-4	1	6	-3	0.9	0.6	-4	1	-9	.
Cc1onc(-c2ccccc2Cl)c1C(=O)N1CCCCC1C(=O)O (stereo not given)	-2	1.1	6	-9	0.9	0.9	-4	1	-16	13
Cc1nc(N)sc1-c1csc(N(C)c2ccc(O)cc2)n1	-2	1.1	5	-8	0.9	0.8	20	0.8	-17	-32
CC(C)=CCN1CCN(Cc2cc(F)ccc2-n2nc(C)cc2C)CC1CCO (stereo not given)	0	1	-7	-2	1.1	1.2	-5	1	-11	2
N#C/C(=C\c1ccccc1OCc1ccc(C(=O)O)cc1)C(=O)Nc1ccc(O)cc1	-7	1	8	-1	0.9	4.6	-8	1.1	3	2
COc1ccc(-c2noc(-c3ccc(Cl)cc3)n2)cc1	-2	1	11	-5	0.9	.	21	0.8	-16	4
COc1cc(C2c3c(oc4ccccc4c3=O)C(=O)N2Cc2ccco2)ccc1O (stereo not given)	-3	1	1	4	1	4.3	-3	1	0	-22
Nc1ccc(-c2nc3cc(N)ccc3s2)cc1	-1	1	0	-2	1	1.6	89*	0.1	-6	-186
Cc1nccn1CCC1CCCCN1C(=O)CCc1nnc(-c2ccsc2)o1 (stereo not given)	0	1	0	-4	1	1.8	-4	1	-3	8
O=C(NNC(=O)c1ccccc1Br)c1ccc(Cl)c(Cl)c1	-1	1	-4	2	1	1.9	-2	1	-5	5
Cc1ccc(C(=O)Nc2ccc(Cl)cn2)cc1S(=O)(=O)N1CCOCC1	2	0.9	3	8	1	2.1	4	1	3	1
CC1(Br)C2CCCC1C2S(=O)(=O)c1ccccc1 (stereo not given)	-1	1	10	-3	0.9	-0.6	-1	1	-7	-15
CCc1nccn1Cc1cc(C=O)ccc1OC	-8	1	1	-2	1	1.0	6	0.9	4	8
O=S(=O)(NCC1CCCO1)c1cc(Br)c(Br)s1 (stereo not given)	-11	1	12	1	0.9	0.2	-3	1	3	-2
Cc1ccc(S(=O)(=O)Nc2ccc3c(c2)nc2n3CCN(Cc3ccccc3)C2)cc1	99*	1	-9	0	1.1	0.8	-4	1	-5	3
CCOc1ccc(NC(=O)C2CC(=O)N(C(C)C)C2)cc1 (stereo not given)	-6	1.1	1	-6	1	1.2	-8	1.1	-15	-5
CCCc1cc2c(=O)c(-c3ccccn3)c(C)oc2cc1O	16	1	1	-3	1	3.2	4	1	-7	-5
O=C(O)Cc1coc2ccc3ccccc3c12	0	1.1	3	-6	1	-1.3	-7	1.1	-12	-4
O=C1CC(c2ccc(Cl)c([N+](=O)[O-])c2)c2ccc3ccccc3c2N1 (stereo not given)	100*	1.1	-12	-7	1.1	3.2	-6	1.1	3	4
CN1CCN(c2ccc(NC(=O)c3ccc(C(F)(F)F)cc3)cn2)CC1	-11	1.1	-7	-8	1.1	-0.1	-5	1.1	-14	-11
COc1cccc(NC(=S)N(CCc2nc3cc(C)c(C)cc3[nH]2)Cc2cccnc2)c1	0	1	7	-2	0.9	-0.2	-9	1.1	-1	-7
Cc1sc2nc(SCC(=O)NCCO)n(-c3ccccc3)c(=O)c2c1C	-6	1	-4	-4	1	3.4	-4	1	-15	-6
COc1ccc([N+](=O)[O-])cc1NC(=O)c1cn(-c2ccc(Cl)cc2)c(=O)c2ccccc12	60*	1.1	-9	-6	1.1	3.9	-7	1.1	0	4
O=C(NCCN1CCOCC1)c1ccc2c(c1)ncn2C1CCCCC1	3	1	2	-1	1	1.5	-6	1.1	-9	-4
CCN(CC)c1ccc(S(=O)(=O)N(CC)CC)cc1NC(=O)c1cccnc1	22	1	-7	-3	1.1	-0.1	-3	1	-3	7
CC(=O)NC(c1ccccc1)c1cccnc1 (stereo not given)	2	1	9	-3	0.9	0.0	-1	1	-13	-10
Fc1cccc2sc(Nc3nnc(-c4ccccc4)o3)nc12	83*	1	-5	-5	1	0.0	77*	0.2	-238	-56
O=S(=O)(Cc1cc(NCc2ccccc2)nc(-c2ccccn2)n1)c1ccccc1	21	1	-10	-3	1.1	0.6	-3	1	-5	23
O=C(O)CCCC(=O)NS(=O)(=O)c1ccc(Cl)cc1	-8	1	5	4	1	0.2	1	1	-6	5
O=C(NC1CC1)c1sccc1-n1cccc1	1	1	15	-2	0.8	0.9	-4	1	-9	.
O=C1C2C3c4ccccc4C(c4ccccc43)C2C(=O)N1c1cccnc1 (stereo not given)	51*	1	-3	-2	1	2.5	-1	1	-2	-8
COCCn1c(=S)[nH]c2cc(OC)c(OC)cc2c1=O	8	1	12	-1	0.9	0.1	1	1	-8	-10
O=C(COc1ccc(Br)cc1Br)NC1CCCC1	2	1	11	4	0.9	0.2	7	0.9	-6	-53
N#CC12C(N)=NC3(OCCO3)C1(C#N)C1=C(CCC1)NC2c1ccccc1 (stereo not given)	-5	1	4	2	1	-0.1	-2	1	-4	.
Cc1cccc(OCC(=O)OCC(=O)c2c(N)n(C)c(=O)n(C)c2=O)c1	-6	1	-3	-1	1	1.5	-8	1.1	3	-1
COc1cccc(-n2c(SC)nnc2-c2c[nH]c3ccccc23)c1	21	1.1	18	-7	0.8	0.8	2	1	-14	2
Cc1cc(C)n(-c2cccc(Cl)c2)c(=O)c1C#N	0	1.1	6	-5	0.9	0.3	-1	1	-12	5
COc1ccc(CCNC(=O)CSc2nc(N)c(C#N)c(-c3cccs3)c2C#N)cc1OC	2	1	6	-4	0.9	0.9	-6	1.1	-5	11
N#Cc1nc(COc2ccccc2)oc1N1CCCCC1	-4	1	12	-2	0.9	-0.5	0	1	-12	-2
CCC1CN(C(=O)Nc2ccc(C)cc2)c2cc(C)ccc2O1 (stereo not given)	0	1	14	-3	0.9	1.8	-5	1	-6	-2
O=C(O)Cn1c(CCS(=O)(=O)c2ccc(Br)cc2)nc2ccccc21	-6	1.1	0	-6	1	0.1	-3	1	-9	1
Cn1c2ccccc2c2ncn(CCCN3CCOCC3)c(=O)c21	8	1	7	-2	0.9	0.0	-3	1	-8	-24
O=C(CSc1nnc(Nc2ccccc2)s1)NCCN1C(=O)CSC1=O	-6	0.9	12	6	0.9	0.0	11	0.9	-1	-13
CC12CCC(C(=O)N(NC(=O)c3ccccc3Cl)C1=O)C2(C)C (stereo not given)	-6	1	19	-3	0.8	1.1	-7	1.1	14	-21
Cc1ccc(S(=O)(=O)NCC(c2ccccc2)N2CCN(CCC#N)CC2)cc1 (stereo not given)	-7	1	3	-2	1	1.2	-7	1.1	-10	3
COc1ccc(-c2nnc(SCCOc3cccc(C)c3)n2N)cc1	0	1	15	2	0.8	2.0	-4	1	-4	1
CCOC(=O)N1CCN(c2c(NCCCN(C)c3ccccc3)c(=O)c2=O)CC1	0	1	9	-3	0.9	0.2	-4	1	-10	6
CC(C)(C)NCc1ccc(OCc2cccs2)cc1	100*	1	25	-2	0.7	0.0	0	1	-14	2

The closing 6 compounds of the section above open the next one:
SMILES	L major viab	TNAP act hi DEA	bIAP inh	TNAP inh hi DEA	bIAP activator	RAM inhibit	FLuc inhib CS	FLuc stim CS	TNAP inh noacc	APP transl inh
O=C(CSc1nnc(Nc2ccccc2)s1)NCCN1C(=O)CSC1=O	-6	0.9	12	6	0.9	0.0	11	0.9	-1	-13
CC12CCC(C(=O)N(NC(=O)c3ccccc3Cl)C1=O)C2(C)C (stereo not given)	-6	1	19	-3	0.8	1.1	-7	1.1	14	-21
Cc1ccc(S(=O)(=O)NCC(c2ccccc2)N2CCN(CCC#N)CC2)cc1 (stereo not given)	-7	1	3	-2	1	1.2	-7	1.1	-10	3
COc1ccc(-c2nnc(SCCOc3cccc(C)c3)n2N)cc1	0	1	15	2	0.8	2.0	-4	1	-4	1
CCOC(=O)N1CCN(c2c(NCCCN(C)c3ccccc3)c(=O)c2=O)CC1	0	1	9	-3	0.9	0.2	-4	1	-10	6
CC(C)(C)NCc1ccc(OCc2cccs2)cc1	100*	1	25	-2	0.7	0.0	0	1	-14	2
CCCCOC(=O)Cn1c(=O)c2c(nc3n2CCCCN3c2ccc(C)cc2)n(C)c1=O	25	1	-2	-5	1	1.4	-1	1	-9	3
CC(=O)N1CCN(C(=O)c2cccc(S(=O)(=O)Nc3ccc(C)cc3)c2)CC1	-4	1	9	1	0.9	1.2	-6	1.1	-9	0
Cc1occc1C(=O)NC1CCCCCC1	1	1.1	6	-6	0.9	0.1	-7	1.1	-7	-10
CN1C(=O)C(CC(=O)NC2CCCCC2)N(C)C1=O (stereo not given)	-5	1	-5	1	1.1	0.9	-4	1	-9	4
O=C(c1ccncc1)c1ccc(N2CCN(C3CC(=O)N(Cc4cccs4)C3=O)CC2)cc1 (stereo not given)	18	1	-5	-3	1.1	0.7	-9	1.1	-10	8
COc1ccc(N2CCC(CNS(=O)(=O)c3cccc(C(F)(F)F)c3)C2)cc1 (stereo not given)	3	1	5	-2	0.9	4.8	-2	1	-8	-4
